GPT2 inh: inhibitors of human GPT2 alanine aminotransferase | Recombinant GPT2, coupled pyruvate oxidase/HRP Amplex Red fluorescence | Potency, µM (series often up to 57.7 µM), for inactives: at the top dose activity change, negative = inhibition, hits mostly inhibitors | actives 0.25% (n = 100,000); further: potency means the concentration at half of the fitted maximal effect; nearly all actives have a fitted effect of over 60% in size; many of its hits are not listed in these tables
Target sequence (Q8TD30 whole entry, looked up): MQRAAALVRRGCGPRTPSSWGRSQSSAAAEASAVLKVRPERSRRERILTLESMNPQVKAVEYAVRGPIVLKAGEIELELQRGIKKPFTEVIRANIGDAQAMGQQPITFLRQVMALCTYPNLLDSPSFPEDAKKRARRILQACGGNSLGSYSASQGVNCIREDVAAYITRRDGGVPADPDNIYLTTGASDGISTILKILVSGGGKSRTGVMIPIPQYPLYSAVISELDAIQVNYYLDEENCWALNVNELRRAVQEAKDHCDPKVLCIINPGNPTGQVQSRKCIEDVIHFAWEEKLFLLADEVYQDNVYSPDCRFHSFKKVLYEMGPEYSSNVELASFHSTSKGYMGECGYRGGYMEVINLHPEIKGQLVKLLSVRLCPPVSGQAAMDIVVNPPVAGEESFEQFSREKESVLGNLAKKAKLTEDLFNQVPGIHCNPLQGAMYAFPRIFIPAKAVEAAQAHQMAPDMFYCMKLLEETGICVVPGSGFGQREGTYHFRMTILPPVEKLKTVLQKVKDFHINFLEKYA
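Recombinant GPT2 (10ng/uL) with 250uM a-KG and 2mM L-alanine, 30 min at room temperature, in HEPES pH 7.5 buffer. Pyruvate detected by pyruvate oxidase/HRP/Amplex Red fluorescence after 30 min in the dark; AOA (50uM) as positive control.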
HEK cytotox: kills HEK 293 cells. Potency, µM (top dose mostly 115 µM), inactives show at the top dose activity change, negative = cytotoxicity, usual class: inhibitors. actives 6.6% (n = 94,000). HEK 293 viability, ATP luminescence (CellTiter-Glo), 48-72 h; further: potency means the concentration at half of the fitted maximal effect; nearly all actives have a fitted effect of over 60% in size
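250 HEK 293 cells/well; compound by pintool; incubated 48 or 72 hr at 37 degree Celsius; CellTiter-Glo added, 10 min RT, luminescence imaged.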
FLuc inh: Photinus pyralis luciferase inhibition; P08659; AID 1347043; purified P. pyralis luciferase, luminescence, biochemical; Potency, µM (doses to about 115 µM), inactives show at the top dose activity change, negative = inhibition, most hits filed as inhibitors; actives 2.5% (n = 76,000); further: potency means the concentration at half of the fitted maximal effect; nearly all actives have a fitted effect of over 65% in size
Target sequence (P08659 whole entry, looked up): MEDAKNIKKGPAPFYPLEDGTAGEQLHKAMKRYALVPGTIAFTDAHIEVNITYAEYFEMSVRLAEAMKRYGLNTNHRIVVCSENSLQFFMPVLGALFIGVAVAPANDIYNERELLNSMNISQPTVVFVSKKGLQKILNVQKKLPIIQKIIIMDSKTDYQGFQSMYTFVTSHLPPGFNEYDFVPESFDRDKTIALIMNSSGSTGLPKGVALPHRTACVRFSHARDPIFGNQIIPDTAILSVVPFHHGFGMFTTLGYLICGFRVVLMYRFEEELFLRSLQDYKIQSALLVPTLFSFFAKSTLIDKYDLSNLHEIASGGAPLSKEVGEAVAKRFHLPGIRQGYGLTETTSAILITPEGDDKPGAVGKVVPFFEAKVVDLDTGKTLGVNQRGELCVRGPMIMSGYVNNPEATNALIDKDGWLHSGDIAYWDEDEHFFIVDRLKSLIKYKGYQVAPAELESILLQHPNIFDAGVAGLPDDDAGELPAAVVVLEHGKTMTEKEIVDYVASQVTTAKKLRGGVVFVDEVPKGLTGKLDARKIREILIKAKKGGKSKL
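Biochemical qHTS: compound (6-point titration) added to 10uM D-luciferin plus 10uM ATP in Tris acetate pH 7.5 buffer with Mg, Tween-20 and BSA, then purified enzyme at 10nM; light output imaged.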
IP6K1 inh: blocks human inositol hexakisphosphate kinase 1 | Q92551 | IP6K1 kinase, ADP-Glo luminescence, 2 h; hits give low values | activity change, % (series mostly up to about 58 µM) | actives 0.81% (n = 140,000) | AID 1645851; in the data active means activity change below about -25%
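ADP-Glo luminescence measures ADP made by human IP6K1 during a 2 h RT reaction with ATP/IP6 (mix at 1.3 mM/130 uM); top library doses 57.5 and 19.1 uM final.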
HEK293 viab: counter-screen for SNCA expression inhibitors: cell viability | HEK-293-SNCA-luc viability, GF-AFC fluorescence, 24 h | Potency, µM (titrated, usually from 57.1 µM), without a hit: top-dose activity change, negative = cytotoxicity, hits mostly cytotoxic | actives 0.12% (n = 150,000) | AID 1671193;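 further: potency means the concentration at half of the fitted maximal effect; 0% = DMSO-treated cells and -100% = medium-only wells without cells; nearly all actives have a fitted effect of over 30% in size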
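Cytotoxicity counterscreen: after 24 h compound treatment of genome-edited SNCA-luciferase HEK-293 cells, live-cell protease substrate GF-AFC read by fluorescence after 30 min; activity scaled between DMSO (0%) and medium-only (-100%), curves Hill-fitted.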
NIH3T3 tox: cytotoxic compounds in NIH 3T3 cells | NIH 3T3 viability, CellTiter-Glo ATP luminescence, 48-72 h | actives 4.3% (n = 94,000) | Potency, µM (top dose mostly 96.7 µM), for inactives: at the highest dose activity change, negative = cytotoxicity, usual class: inhibitors; further: potency means the concentration at half of the fitted maximal effect; nearly all actives have a fitted effect of over 55% in size
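First NIH 3T3 cells are plated at 400 cells/well; next compound is pinned in; then plates incubate 48 or 72 hr at 37 °C; finally CellTiter-Glo is added and luminescence read after 10 min.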
SNCA expr inh: SNCA gene expression inhibition | HEK-293 SNCA-luciferase knock-in, luminescence, 24 h | Potency, µM (doses to about 57.2 µM), without a hit: top-dose activity change, negative = inhibition, actives largely listed as inhibitors | actives 0.17% (n = 140,000) | AID 1671194;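 further: potency means the concentration at half of the fitted maximal effect; plate controls were DMSO cells for no effect and cell-free wells for full effect; nearly all actives have a fitted effect of over 45% in size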
An asterisk follows results filed as active; [ ] = another dose, or the depositor's remark. Unless noted, the call rests on the fitted dose curve; in most records, active means well fitted curve in the direction sought with a large enough effect; inconclusive means small, poorly fitted or top-dose-only effect, or another doubt; inactive means no such curve, though single readings can be large; an effect the other way counts as inactive or inconclusive. Unless noted, on the % scale 0 is the no-effect control and ±100 the full control effect. Not all compounds are listed, so the mix of outcomes need not match the whole.

Sample of the layout, 3 compounds:
Screening COCCC(=O)N1CCC(N2CC3CC(C2)[C@H]2CCCC(=O)N2C3)CC1 (some centres undefined) returned GPT2 inh -5.5%, HEK cytotox -4.6%, FLuc inh 5.4%, IP6K1 inh 4.9, HEK293 viab 7.7%, NIH3T3 tox inactive and SNCA expr inh 7.0%.
O=C1COC[C@H]([C@H](O)c2ccc(NC(=O)c3ccnc(Cl)c3)cc2)N1 was read as GPT2 inh 1.0%[88.5 µM], HEK cytotox -14.8%[172 µM], FLuc inh -16.2%[172 µM], IP6K1 inh 7.6, HEK293 viab -0.4%[87.6 µM], NIH3T3 tox inconclusive and SNCA expr inh 1.7%[87.6 µM].
CCN(Cc1ccccc1)C(=O)CC1CCCN(c2cnn(CC)c(=O)c2)C1 (centres undefined) was read as GPT2 inh -13.6%, HEK cytotox inconclusive, FLuc inh -1.3%, IP6K1 inh 26.0, HEK293 viab -13.3%, NIH3T3 tox -23.4% and SNCA expr inh -4.8%.

The list itself, previewed entries included:
Screening COCCC(=O)N1CCC(N2CC3CC(C2)[C@H]2CCCC(=O)N2C3)CC1 (some centres undefined) returned GPT2 inh -5.5%, HEK cytotox -4.6%, FLuc inh 5.4%, IP6K1 inh 4.9, HEK293 viab 7.7%, NIH3T3 tox inactive and SNCA expr inh 7.0%.
O=C1COC[C@H]([C@H](O)c2ccc(NC(=O)c3ccnc(Cl)c3)cc2)N1 was read as GPT2 inh 1.0%[88.5 µM], HEK cytotox -14.8%[172 µM], FLuc inh -16.2%[172 µM], IP6K1 inh 7.6, HEK293 viab -0.4%[87.6 µM], NIH3T3 tox inconclusive and SNCA expr inh 1.7%[87.6 µM].
CCN(Cc1ccccc1)C(=O)CC1CCCN(c2cnn(CC)c(=O)c2)C1 (centres undefined) was read as GPT2 inh -13.6%, HEK cytotox inconclusive, FLuc inh -1.3%, IP6K1 inh 26.0, HEK293 viab -13.3%, NIH3T3 tox -23.4% and SNCA expr inh -4.8%.
CN(C)c1ccc(CN2CC[C@H](c3nc4ncccc4[nH]3)C2)cc1 was read as GPT2 inh 3.8%[88.5 µM], HEK cytotox -22.7%[172 µM], FLuc inh 12.0%[172 µM], IP6K1 inh 11.9, HEK293 viab 1.1%[87.6 µM], NIH3T3 tox -9.7%[174 µM] and SNCA expr inh -14.8%[87.6 µM].
Screening CCn1ccc(C(=O)N2CCC3(CCC3NC(=O)COC)CC2)n1 (centres undefined) returned GPT2 inh -18.4%, HEK cytotox -6.7%, FLuc inh -11.1%, IP6K1 inh -4.0, HEK293 viab -4.8%, NIH3T3 tox -5.8% and SNCA expr inh 16.7%.
`CC(C(=O)NCCc1cccnc1)C1CCOCC1` (centres undefined) gave GPT2 inh inactive, HEK cytotox 0.5%, FLuc inh 1.8%, IP6K1 inh 16.6, HEK293 viab -2.4%[12.5 µM], NIH3T3 tox inactive and SNCA expr inh 56.1%[activator].
O=C1NCCCCCCN(C(=O)CCc2ccccc2)[C@H]2C[C@H](c3nc(-c4cnccn4)no3)C[C@@H]12 was read as GPT2 inh -13.0%, HEK cytotox -10.5%, FLuc inh -15.0%, IP6K1 inh 0.0, HEK293 viab -15.3%, NIH3T3 tox -24.3% and SNCA expr inh -0.1%.
Screening CC1(C)[C@H](Cc2cc(CCO)on2)C[C@@H]1NCc1ccco1 returned GPT2 inh 2.1%[88.5 µM], HEK cytotox inactive, FLuc inh 4.5%[172 µM], IP6K1 inh -6.5, HEK293 viab 9.5%[87.6 µM], NIH3T3 tox inactive and SNCA expr inh 2.2%[87.6 µM].
COc1ccc(CCNC(=O)c2nc3sccn3c2-c2cccnc2)cc1 was read as GPT2 inh -0.1%, HEK cytotox -18.8%, IP6K1 inh 20.7, HEK293 viab 10.6%, NIH3T3 tox -27.1% and SNCA expr inh 6.2%.
COC(=O)C[C@H]1CN(C(=O)OC(C)(C)C)CCN1 was read as GPT2 inh inactive, HEK cytotox inactive, IP6K1 inh 2.8, HEK293 viab 1.3%[87.6 µM], NIH3T3 tox inactive and SNCA expr inh inconclusive.
CC(C)(C)NC(=O)N1CCCOCCNC(=O)[C@@H]2CCC[C@@H]21 was read as GPT2 inh 3.7%, HEK cytotox 3.0%, FLuc inh 7.2%, IP6K1 inh 14.2, HEK293 viab 1.8%, NIH3T3 tox -15.8% and SNCA expr inh 15.3%.
`CCOCC(=O)N1[C@@H]2CC[C@H]1CC(NC(=O)c1cnc(C)cn1)C2` (some centres undefined) gave GPT2 inh 4.9%, HEK cytotox 1.3%, FLuc inh -3.2%, IP6K1 inh 3.5, HEK293 viab -3.6%, NIH3T3 tox -13.0% and SNCA expr inh 0.6%.
For COc1ccc(NC(=O)c2cccc3c2CCN3C(=O)c2ccc(F)cc2)c(OC)c1 the results were GPT2 inh inconclusive, HEK cytotox 31.6µM*, FLuc inh -14.8%, IP6K1 inh -7.4, HEK293 viab -22.4%, NIH3T3 tox inconclusive and SNCA expr inh inconclusive.
CCOc1ccc(N(Cc2ccccc2)C(=O)c2nc(SC)ncc2Cl)cc1 was read as IP6K1 inh -17.8, HEK293 viab -21.4% and SNCA expr inh inconclusive.
For COC[C@@H]1CN(C(=O)COc2ccccc2)C[C@H]1C(N)=O the results were GPT2 inh inactive, HEK cytotox 0.9%, FLuc inh -8.7%, IP6K1 inh 8.8, HEK293 viab 2.7%, NIH3T3 tox 4.5% and SNCA expr inh -12.7%.
For O=C(C1CC1)N1CCC(N2CC(OCC3CC3)C23CCOCC3)CC1 (centres undefined) the results were GPT2 inh -1.4%, HEK cytotox 3.0%, FLuc inh 10.5%, IP6K1 inh -2.0, HEK293 viab 1.5%, NIH3T3 tox inactive and SNCA expr inh 13.9%.
For COc1cccc(Cn2cc(C(=O)c3ccc(Cl)cc3)c(=O)c3ccccc32)c1 the results were IP6K1 inh -3.4, HEK293 viab -5.3% and SNCA expr inh 6.2%.
For Cc1ccc2nc(NC(=O)COc3ccc(F)cc3)sc2c1 the results were IP6K1 inh 7.3, HEK293 viab 5.8% and SNCA expr inh 27.0%.
CC(C)(C)c1ccc(C(=O)Nc2nc3c(s2)C[C@@H]2[C@](C)(CO)[C@H](O)CC[C@@]2(C)[C@@H]3CC(=O)N2CCC(C(N)=O)CC2)cc1 was read as GPT2 inh inconclusive, HEK cytotox inconclusive, FLuc inh inconclusive, IP6K1 inh 7.2, HEK293 viab -3.6%, NIH3T3 tox 28.2µM* and SNCA expr inh 56.1%[activator].
`CCc1ccccc1NC(=O)CSc1nnc(-c2ccc(OC)cc2)s1` gave IP6K1 inh 0.0, HEK293 viab 17.9% and SNCA expr inh 88.2%[activator].
Screening COc1ccc(S(=O)(=O)N2CCC(C)(C(=O)O)CC2)cc1 returned GPT2 inh 1.3%, HEK cytotox inactive, IP6K1 inh -11.5, HEK293 viab 5.1%, NIH3T3 tox -4.3% and SNCA expr inh -12.7%.
Cc1ccc(-n2ncc3c(NCc4ccccc4)ncnc32)cc1C was read as IP6K1 inh -6.1, HEK293 viab -16.2% and SNCA expr inh 142.2%[activator].
For CCOc1cc(=O)n2c(c1C(=O)Nc1cccc(C(=O)OC)c1)CCCC2 the results were GPT2 inh inactive, HEK cytotox inconclusive, FLuc inh 2.2%, IP6K1 inh 0.5, HEK293 viab -20.2%, NIH3T3 tox inconclusive and SNCA expr inh 3.6%.
For Cc1ccc(Cc2c(C)nn(-c3nc(C)c(C(=O)N4CCCCC4C)s3)c2C)cc1 (centres undefined) the results were IP6K1 inh -2.9, HEK293 viab 10.0% and SNCA expr inh 49.2%[activator].
O=C(Cn1cnc2c(oc3ccccc32)c1=O)Nc1ccc(F)cc1F was read as IP6K1 inh 2.5, HEK293 viab -1.0% and SNCA expr inh 66.1%[activator].
`Cc1nc(C(F)(F)F)nc(N2CCN(C3CCCC3)C(CCO)C2)c1C` (centres undefined) gave GPT2 inh 4.4%, HEK cytotox -4.4%, FLuc inh 6.2%, IP6K1 inh 1.8, HEK293 viab -1.4%, NIH3T3 tox -7.2% and SNCA expr inh 13.4%.
For COc1ccc(O[C@H]2COCCN(S(=O)(=O)c3ccc(OC)cc3)C2)cc1 the results were GPT2 inh -10.4%[88.5 µM], HEK cytotox inconclusive, FLuc inh -4.0%[172 µM], IP6K1 inh 0.0, HEK293 viab -6.9%[87.6 µM], NIH3T3 tox inconclusive and SNCA expr inh -15.7%[87.6 µM].
`O=C(Cc1cccc(Cl)c1)N1CCCC(C(=O)N2CCC(N3CCOC3=O)CC2)C1` (centres undefined) gave GPT2 inh inactive, HEK cytotox inactive, IP6K1 inh -6.3, HEK293 viab 9.7%, NIH3T3 tox 4.2% and SNCA expr inh 14.3%.
O=C(NCc1c[nH]c2ncccc12)c1ccc(F)cc1 was read as GPT2 inh -13.0%[88.5 µM], HEK cytotox -28.9%[172 µM], FLuc inh inconclusive, IP6K1 inh 37.0, HEK293 viab 18.1%[87.6 µM], NIH3T3 tox inconclusive and SNCA expr inh 35.1%[activator][87.6 µM].
COc1ccc(-c2cc(C(=O)NCc3ccnc(N)c3)c3c(c2)ncn3C)cc1 was read as GPT2 inh -6.1%[88.5 µM], HEK cytotox inconclusive, FLuc inh -20.4%[172 µM], IP6K1 inh 0.7, HEK293 viab -6.0%[87.6 µM], NIH3T3 tox inconclusive and SNCA expr inh 8.4%[87.6 µM].
For CN1C[C@@H](NC(=O)Nc2ccccc2)C[C@H]1c1nc(-c2cnccn2)no1 the results were GPT2 inh 0.9%[88.5 µM], HEK cytotox -5.7%[172 µM], FLuc inh -12.6%[172 µM], IP6K1 inh 14.0, HEK293 viab 0.1%[87.6 µM], NIH3T3 tox -4.7%[174 µM] and SNCA expr inh 5.9%[87.6 µM].
For COc1cccc(CNC(=O)CSc2nc3ccccc3nc2Cc2ccc(C)cc2)c1OC the results were IP6K1 inh 19.2, HEK293 viab 3.1% and SNCA expr inh 35.9%[activator].
Screening CNC(=O)c1cc(C2CC2)nc2c1c(C1CCCN1C(=O)c1ccc(OC)cc1)nn2C (centres undefined) returned HEK cytotox -3.5%, IP6K1 inh 2.2 and NIH3T3 tox -16.0%.
For O=C(NCCc1ccccc1F)c1cn2cc(-c3cccc(C(F)(F)F)c3)sc2n1 the results were GPT2 inh inactive, HEK cytotox inconclusive, IP6K1 inh 0.1, HEK293 viab -1.2%, NIH3T3 tox inconclusive and SNCA expr inh 3.6%.
`Cc1ccc(NC(=O)N2CCC(CN3CCCCC3)CC2)c(Cl)c1` gave IP6K1 inh -8.0, HEK293 viab -2.7% and SNCA expr inh 28.6%.
`CN(CCc1ccccn1)c1ncccc1CNC(=O)C1CCc2ccccc21` (centres undefined) gave GPT2 inh inactive, HEK cytotox -29.1%, FLuc inh -5.7%, IP6K1 inh 18.0, HEK293 viab 4.3%, NIH3T3 tox -5.1% and SNCA expr inh 43.1%[activator].
O=C(Cc1ccccn1)N1CCCC(C(=O)N2CCC(c3ccccc3)CC2)C1 (centres undefined) was read as GPT2 inh inactive, HEK cytotox -8.2%, IP6K1 inh -1.7, HEK293 viab -0.8%, NIH3T3 tox 1.1% and SNCA expr inh inconclusive.
